High-throughput results: PubChem, National Center for Advancing Translational Sciences (NCATS)
JMJD2E inh = blocks human JMJD2E demethylase activity; 230,000 compounds, 1.6% hits; B2RXH2; AID 2147; Potency, µM (doses to about 57.1 µM), without a hit: at the top dose activity change, negative = inhibition, most hits filed as inhibitors; JMJD2E catalytic domain, FDH-coupled NADH fluorescence (FDH is formaldehyde dehydrogenase); active = well fitted inhibition curve with a large enough effect, not every such curve was filed as active; inconclusive = small, poorly fitted or top-dose-only effect, or another doubt; inactive = no such curve, though single readings can be large or run the other way;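 also: 0% = wells with enzyme and -100% = buffer wells without enzyme; nearly all actives have a fitted effect of over 50% in size; many of its hits are not listed in these tables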
Tau fibril FP = tau fibrillization inhibition (FP); P10636; K18 P301L tau heparin fibrillization, Alexa594 FP, 6 h; Potency, µM (doses to about 57.7 µM), for inactives: at the highest dose activity, negative = inhibition, actives largely listed as inhibitors; 280,000 compounds, 0.39% hits; AID 1468; also: nearly all actives have a fitted effect of over 55% in size
Target sequence (P10636 561-689 P618L limits assumed): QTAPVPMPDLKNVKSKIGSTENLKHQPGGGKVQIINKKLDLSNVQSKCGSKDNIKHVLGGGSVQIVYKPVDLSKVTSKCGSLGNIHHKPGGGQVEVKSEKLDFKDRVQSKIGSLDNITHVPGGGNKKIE
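FP of Alexa 594-tau after heparin (20 uM) induction. Substrate: human K18 P301L, 15 uM unlabeled, 0.24 uM labeled. Buffer 100 mM sodium acetate pH 7. 6 hr, 37 C.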
RECQ1 inh = RECQ1 (human) helicase inhibition | RECQ1 DNA unwinding, red fluorescence kinetic read | Potency, µM (highest dose often 57.3 µM), for the others: at the top dose activity, negative = inhibition, actives largely listed as inhibitors | AID 2549 | 240,000 compounds, 0.54% hits;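 also: plate controls were vehicle for no effect and no enzyme for full effect; nearly all actives have a fitted effect of over 30% in size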
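RECQ1T1 50 nM; forked duplex (20 bp + 30-nt ss tails) 200 nM, ATP 2 mM final; pH 8.0, 2 mM MgCl2, 2.5 ug/ml poly(dI-dC); 15 min compound preincubation; discontinuous kinetic read over 2 h at RT.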
Tau fibril ThT = tau fibrillization inhibition (ThT binding) | Potency, µM (top dose mostly 57.4 µM), for the others: at the highest dose activity, negative = inhibition, hits mostly inhibitors | recombinant tau K18 P301L (four-repeat tau fragment), heparin-induced fibrillization, ThT fluorescence | 270,000 compounds, 2.1% hits | P10636; also: nearly all actives have a fitted effect of over 55% in size
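K18 P301L tau (15 uM + 0.24 uM Alexa 594-tagged), heparin 20 uM, NaOAc pH 7, 6 h 37 C; ThT 30 uM, 1 h RT, ex 450/em 510 nm.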
TR SRC2 fluor cs = Texas Red fluorescence interference in TRb-SRC2 counter-screen | TRb/SRC2 Texas Red total fluorescence interference | Potency, µM (titrated, usually from 106 µM), inactives show at the highest dose fluorescence change, negative = quenching | AID 1479 | 280,000 compounds, 0.29% hits; active = well fitted curve in either direction with a large enough effect; inconclusive = small, poorly fitted or top-dose-only effect
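Human TRβ ligand-binding domain (0.6 uM) and Texas Red SRC2 peptide (20 nM) in Tris buffer with 1 uM T3 and 5% DMSO were incubated with pinned compound for 5 hr at ambient temperature. Total fluorescence was computed as S + 2P (555/632 nm).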
RGS12 GoLoco inh = inhibitors of human Gai1-RGS12 GoLoco interaction (red fluorophore). P63096. Gai1:RGS12 GoLoco peptide FP, rhodamine, 10 min. Potency, µM (series often up to 61.6 µM), inactives show top-dose activity, negative = inhibition, actives largely listed as inhibitors. 230,000 compounds, 0.44% hits. AID 880; active = well fitted inhibition curve with a large enough effect, not every such curve was filed as active; inactive = no such curve, though single readings can be large or run the other way; also: nearly all actives have a fitted effect of over 30% in size; many of its hits are not listed in these tables
TRb SRC2 PPI = disrupts binding of human TR beta to SRC2 | 280,000 compounds, 0.065% hits | AID 1469 | TRbeta-SRC2 peptide binding, fluorescence polarization; receptor liganded with 1 µM T3 | Potency, µM (top dose mostly 106 µM), inactives show top-dose activity change, negative = inhibition, most hits filed as inhibitors;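 also: plate controls were bound peptide for no effect and peptide without receptor for full effect; nearly all actives have a fitted effect of over 50% in size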
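Human TRb ligand-binding domain (0.6 uM) is mixed with 20 nM Texas Red SRC2 peptide and 1 uM T3; after compound addition and 5 hr at ambient temperature, polarization is measured and normalized to unbound and bound controls.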
L3MBTL1 inh = blocks human L3MBTL1. Q9Y468. AlphaScreen L3MBTL1–H3K9me1 peptide binding. Potency, µM (doses to about 57.1 µM), inactives show at the top dose activity, negative = inhibition, hits mostly inhibitors. 230,000 compounds, 0.66% hits. AID 485360; also: nearly all actives have a fitted effect of over 60% in size
Target sequence (Q9Y468 whole entry, looked up): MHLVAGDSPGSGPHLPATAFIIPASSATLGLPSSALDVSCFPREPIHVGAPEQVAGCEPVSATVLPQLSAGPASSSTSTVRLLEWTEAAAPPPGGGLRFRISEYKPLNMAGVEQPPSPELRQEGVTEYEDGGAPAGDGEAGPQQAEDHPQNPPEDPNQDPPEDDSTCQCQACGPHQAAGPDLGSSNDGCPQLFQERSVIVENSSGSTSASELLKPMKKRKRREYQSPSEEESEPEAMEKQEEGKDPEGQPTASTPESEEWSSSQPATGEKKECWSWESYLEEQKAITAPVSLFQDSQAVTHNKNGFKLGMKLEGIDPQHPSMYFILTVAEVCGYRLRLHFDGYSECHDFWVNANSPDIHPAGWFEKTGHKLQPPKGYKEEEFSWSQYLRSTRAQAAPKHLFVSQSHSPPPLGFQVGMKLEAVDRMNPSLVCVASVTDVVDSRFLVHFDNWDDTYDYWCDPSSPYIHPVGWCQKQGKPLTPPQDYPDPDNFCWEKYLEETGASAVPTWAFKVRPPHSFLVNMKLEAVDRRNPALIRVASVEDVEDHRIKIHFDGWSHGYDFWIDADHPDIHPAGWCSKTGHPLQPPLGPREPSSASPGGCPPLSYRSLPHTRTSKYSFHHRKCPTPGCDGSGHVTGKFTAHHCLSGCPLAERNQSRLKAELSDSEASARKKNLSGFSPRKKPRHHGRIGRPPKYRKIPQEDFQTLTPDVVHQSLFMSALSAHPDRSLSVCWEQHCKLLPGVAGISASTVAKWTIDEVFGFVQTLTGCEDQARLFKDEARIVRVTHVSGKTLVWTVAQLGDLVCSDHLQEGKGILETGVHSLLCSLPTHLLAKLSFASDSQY
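AlphaScreen proximity signal between nickel-chelate acceptor and streptavidin donor beads (final 10 ug/mL) reports binding of 50 nM L3MBTL1 to 75 nM biotin-H3 K9me1 peptide; complex incubated with compounds 30 min at room temperature; cefsulodin titration as control.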
Starred values were filed as active, the others as inactive; i = inactive; ? = inconclusive; . = not tested or not shown; [ ] = dose if it differs, or a comment. Unless noted, calls follow the shape of the dose curve; as a rule, active = well fitted curve in the direction sought with a large enough effect; inconclusive = small, poorly fitted or top-dose-only effect, or another doubt; inactive = no such curve, though single readings can be large; an effect the other way counts as inactive or inconclusive. Unless noted, % is scaled to controls: 0 for no effect and ±100 for the full control effect; potency is read from the fitted curve at half-maximal effect. Not all compounds are listed (hit frequency here may not be typical).

SMILES | JMJD2E inh | Tau fibril FP | RECQ1 inh | Tau fibril ThT | TR SRC2 fluor cs | RGS12 GoLoco inh | TRb SRC2 PPI | L3MBTL1 inh
CCCS(=O)(=O)N1CCCC(C(=O)NCCCN(C)Cc2ccccc2)C1 (centres undefined) | 0.3% | -8.6% | ? | 3.6% | 0.6% | -1.7% | -23.8% | 1.1%
O=C(CCc1nc2ccccc2[nH]c1=O)OCC(=O)N1CCc2ccccc21 | ? | 10.3% | -7.0% | ? | 0.5% | 7.0% | -11.0% | -5.7%
COc1ccc(-c2nc3c(c(SCC(=O)N4CCCCC4)n2)Cc2cc(C)ccc2O3)cc1 | . | 1.3% | . | 8.9% | -0.3% | . | -7.9% | .
Fc1ccc(N2CCN(C(c3cccs3)c3nnnn3C3CCCC3)CC2)cc1 (centres undefined) | -6.1% | 3.9% | -5.6% | -5.5% | -2.9% | 8.7% | -2.4% | -13.8%
Cc1cc(OCC(=O)Nc2ccncc2)ccc1Br | 3.1% | 1.5% | -5.3% | -12.3% | -0.5% | . | -7.3% | 5.5%
CCN1CCN(c2ncnc3c2cnn3-c2ccc(F)cc2)CC1 | . | 4.1% | . | -8.2% | -1.3% | . | -1.6% | .
O=C(Nc1cccc(S(=O)(=O)N2CCCC2)c1)c1cc(-c2ccccn2)nc2ccccc12 | -2.7% | ? | -1.6% | 14.7% | -1.8% | 4.9% | -0.3% | -4.7%
COc1cc(C(=O)NC(=S)Nc2ccccc2[N+](=O)[O-])cc(OC)c1OC | -7.8% | -0.3% | i | -8.0% | -2.9% | 5.5% | 3.9% | -3.9%[11.4 µM]
O=C(O)c1oc2ccccc2c1CSCc1ccccc1 | 0.7% | 7.3% | i | 2.0% | 1.8% | -6.4% | -1.4% | .
Cc1ccc2c(CC(=O)N(Cc3ccc(N(C)C)cc3)Cc3ccco3)coc2c1C | . | 3.4% | . | ? | -0.3% | . | -3.9% | .
Cc1noc(C)c1S(=O)(=O)N1CCC(C(=O)N2CCN(c3ccc(Cl)cc3)CC2)CC1 | 5.0% | -4.5% | i | -10.4% | -0.5% | -10.1% | -4.4% | .
COc1ccc(CCNC(=O)CSc2nc(C)cs2)cc1 | 4.7% | 3.0% | -0.1% | -0.5% | -3.9% | 10.7% | -1.8% | 2.2%
CCOc1ccc(-c2nnc(SCC(=O)N(CC)CC)n2N)cc1 | -5.6% | ? | i | -6.6% | 0.2% | 9.9% | -6.1% | 10.7%
CCOc1cc(CNC(=O)c2ccc3c(c2)N(C)C(=O)C2CCCCN32)cc(OCC)c1OCC (centres undefined) | . | 12.4% | . | -12.9% | -3.2% | . | -8.6% | .
CC1CCCN(C(=O)c2ccc3c(=O)n(C4CCCC4)c(=S)[nH]c3c2)C1 (centres undefined) | 0.8% | -1.0% | -1.8% | -8.8% | -6.0% | 4.6% | -6.9% | .

The last 2 entries of the part above lead into the next.
SMILES | JMJD2E inh | Tau fibril FP | RECQ1 inh | Tau fibril ThT | TR SRC2 fluor cs | RGS12 GoLoco inh | TRb SRC2 PPI | L3MBTL1 inh
CCOc1cc(CNC(=O)c2ccc3c(c2)N(C)C(=O)C2CCCCN32)cc(OCC)c1OCC (centres undefined) | . | 12.4% | . | -12.9% | -3.2% | . | -8.6% | .
CC1CCCN(C(=O)c2ccc3c(=O)n(C4CCCC4)c(=S)[nH]c3c2)C1 (centres undefined) | 0.8% | -1.0% | -1.8% | -8.8% | -6.0% | 4.6% | -6.9% | .
O=C(Nc1ccc(F)cc1)N1CCN(c2nc3ccccc3s2)CC1 | -3.0% | 4.3% | -26.1% | -10.0% | -8.8% | -0.1% | -3.0% | 11.1%
COc1cccc(CN2CCNC(=O)C2CC(=O)NCc2cn3cccc(C)c3n2)c1OC (centres undefined) | ? | -7.9% | i | -15.6% | -2.0% | 8.8% | -2.9% | -4.9%
O=C(NCc1cccnc1)/C(=N\O)c1ccccc1 | 2.3% | 2.3% | -3.2% | -9.7% | -0.7% | 3.6% | 4.7% | .
CCOC(=O)CN1C(=O)C(C)(C)Oc2ccc(C(=O)NC(C)(C)CC)cc21 | 1.9% | 1.2% | i | -2.3% | -1.9% | 4.3% | -21.0% | -5.1%
O=C(NCC(=O)N(CCN1CCOCC1)C(C(=O)NC1CCCC1)c1ccccc1)c1cccs1 (centres undefined) | -20.4% | 9.6% | -1.9% | -9.5% | -2.4% | 4.1% | -1.0% | -11.1%
CCOc1ccc(Nc2ncnc3ccc([N+](=O)[O-])cc23)cc1 | -1.1% | 15.8% | -12.2% | 10µM* | -5.8% | -3.4% | -3.7% | ?
CC1=C(OC(=O)c2ccccc2)C(C)(C)C(c2ccc(Br)cc2)OC1=O (centres undefined) | ? | -0.4% | -15.8% | -19.7% | -3.0% | 8.2% | 7.1% | .
O=C(CSc1nc(-c2ccccc2)cn1-c1ccccc1)Nc1ccccc1 | . | ? | . | 5.9% | -5.0% | . | 1.2% | .
O=C(c1c[nH]c(C(=O)C(Cl)(Cl)Cl)c1)c1ccccc1Cl | -2.6% | 4.9% | -5.4% | 1.4% | -0.4% | 2.6% | 0.6% | .
Cc1ccnc(N2CCC(C(=O)Nc3nnc(C)s3)CC2)n1 | ? | -2.0% | -0.2% | -12.6% | 0.9% | 10.1% | -3.1% | -1.6%
COc1ccccc1CNc1ncncc1-c1cccc(C#N)c1 | 0.0% | -7.2% | -4.1% | -9.1% | -3.8% | 1.3% | -7.9% | .
CC(C)OC(=O)CSc1nnc(-c2cnccn2)n1-c1ccc(Cl)cc1 | -18.6% | -10.8% | -9.7% | 10.6% | 2.2% | -16.1% | -17.7% | 40.4%
COc1ccc(OCc2ccc(-c3nc4ccccc4c(=O)n3N)o2)cc1 | ? | 3.9% | -5.0% | ? | -0.1% | 0.8% | 0.9% | -9.5%
COc1ccc(-c2cc(C(F)(F)F)nc(SCCC(=O)N3CCOCC3)n2)cc1 | ? | 2.3% | i | -9.8% | -1.8% | 6.0% | -4.1% | .
O=C(Cn1nc(Cc2cccnc2)c2ccccc2c1=O)NCc1ccc(F)cc1 | 7.9% | 12.2% | -13.2% | -4.0% | -2.0% | 8.1% | -0.9% | 5.1%
COc1ccc(C(=O)N(NC(=O)Oc2ccccc2)C(C)(C)C)cc1 | 3.9% | -6.8% | -5.5% | -3.5% | -4.4% | -7.3% | -1.5% | -3.1%
O=C(Nc1ccc(F)cc1)Nc1ccccc1C(=O)NCCN1CCNC1=O | ? | -2.0% | 9.9% | -3.4% | -1.7% | 1.3% | -0.7% | -3.2%
CC/C=C/C(=O)N1CC2(CC(c3cccc(NC(=O)c4ccccc4)c3)=NO2)C[C@@H]1C(N)=O (some centres undefined) | 1.6% | -2.3% | -1.1% | 0.3% | -0.6% | -4.7% | -6.6% | 1.7%
CC(C)NC(=O)CSCc1c(Cl)cccc1Cl | 2.8% | -6.3% | 7.6% | -1.8% | -1.4% | -8.4% | 8.8% | .
COC(=O)c1cc(C)nc2c1c(=O)nc(SCc1cccc(C(F)(F)F)c1)n2C1CC1 | . | 7.4% | . | -17.4% | -3.1% | . | 11.1% | .
Cc1ccc2nsnc2c1NC(=O)c1cccc([N+](=O)[O-])c1 | ? | 6.0% | -1.7% | -6.1% | -50.1% | -1.2% | 2.1% | 2.5%
COc1nc(SC)nc(Cl)c1Cc1ccc(OC(C)C)cc1 | 1.3% | -6.9% | i | -7.0% | -2.8% | 11.3% | 2.2% | 55.7%[activator]
Cc1cccc2cc(CN(CCCO)C(=O)Nc3cccc(Cl)c3)c(=O)[nH]c12 | ? | -4.2% | -2.8% | ? | 0.0% | 7.9% | -11.5% | -7.3%
O=C(CN1C(=O)c2ccccc2S1(=O)=O)N1CCc2ccccc21 | 4.3% | ? | i | 10.0% | 0.8% | 10.6% | -15.1% | 49.3%[activator]
O=C(O)C1=C[C@H](c2cccs2)C[C@H](OCCCCO)O1 | ? | 6.0% | -0.2% | 0.5% | 1.3% | -2.7% | -1.6% | .
CCc1ccc(OCc2cnc(Cl)s2)cc1 | 4.8% | -0.1% | i | 2.9% | -2.8% | 12.3% | 2.5% | 52.7%[activator]
O=C(N/N=C/c1ccccc1O)/C(=C/c1ccccc1)CCO | 20µM* | -0.2% | 1.7% | -6.2% | -2.3% | 11.7% | -10.8% | -10.6%
O=C(NNc1nc2ccccc2s1)c1ccccc1F | 1.5% | -7.6% | -6.4% | -11.8% | 3.6% | -9.6% | 4.6% | -23.9%
Cc1ccccc1NC(=O)c1ccc2[nH]c(C)c(C)c2c1 | . | 14.0% | . | ? | 0.9% | . | -5.5% | .
Cc1cc(Cl)c(S(=O)(=O)NCc2ccccc2)cc1OCC(N)=O | 2.7% | 4.4% | -3.3% | -10.0% | 0.4% | 7.6% | -1.4% | .
CN=c1sc(C(=O)Nc2ccccc2)c(C)n1C | -1.5% | -3.7% | -10.0% | -1.8% | -0.7% | -0.6% | 5.6% | .
CC(=O)Nc1ccc(S(=O)(=O)N2CCN(CC(O)COc3ccc4ccccc4c3)CC2)cc1 (centres undefined) | 4.6% | ? | -1.8% | -26.2% | -1.1% | -0.4% | 8.1% | .
O=C(N/N=C/c1ccc(Br)s1)c1ccccc1[N+](=O)[O-] | 9.0% | -2.1% | -7.9% | -7.6% | -6.2% | 6.9% | 4.0% | -0.7%
CS(=O)(=O)N(Cc1ccccc1)c1ccccn1 | 6.4% | 3.7% | -10.6% | -0.1% | 2.3% | -23.2% | 3.1% | -11.5%

Record cards, from the list above. Order of values: JMJD2E inh	Tau fibril FP	RECQ1 inh	Tau fibril ThT	TR SRC2 fluor cs	RGS12 GoLoco inh	TRb SRC2 PPI	L3MBTL1 inh
`CN=c1sc(C(=O)Nc2ccccc2)c(C)n1C` is entered as -1.5%	-3.7%	-10.0%	-1.8%	-0.7%	-0.6%	5.6%	.
`CS(=O)(=O)N(Cc1ccccc1)c1ccccn1` is entered as 6.4%	3.7%	-10.6%	-0.1%	2.3%	-23.2%	3.1%	-11.5%
